Assay outcomes: PubChem BioAssay, Broad Institute
miR-122 sensor: miR-122 Renilla sensor signal increase in Huh7, primary screen, miR-122 inhibitor project, cell-based, single point, plate reader; Huh7 miR-122 Renilla luciferase sensor, 48 h; neutral wells = 0, positive control = 100; activation (reporter increase), % at 12.5 µM; actives 0.3% (n = 340,000); AID 602342, 2012;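 active = mean replicate activation score at least 90 and every replicate individually at or above 90; inconclusive = only one of the two criteria met; inactive = neither criterion met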;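 note: higher luciferase means less miR-122 activity so hits act as miR-122 inhibitors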
PAX8 inh HTS: inhibitors of PAX8-driven TPO luciferase reporter, primary screen, RMG-I cells, single concentration; SteadyGlo, 24 h; inhibition, % at 12.6 µM; actives 1.2% (n = 360,000);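 active = mean replicate inhibition at least 60% with every replicate also reaching 60%; inconclusive = only one of the two criteria is met; inactive = mean below 60% and not all replicates reaching 60%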;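 note: luciferase light reporting Pax8 driven TPO promoter activity; plate controls were median of neutral control wells for no effect and mitoxantrone controls for full effect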
GSIS activator: GLuc luminescence reporter in INS-1E cells, primary screen for activators of glucose-dependent secretion of insulin. actives 0.61% (n = 370,000). AID 743287, 2014. INS-1E GLuc reporter insulin secretion, 2-3 h. activation, % at 16.6 µM;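 active = lowest replicate activation of at least 40%, so every replicate reaches that level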;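 note: 0% = median of neutral control wells and 100% = median of IBMX positive control wells; some compounds called inactive have numbers as strong as hits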
FN deposit inh: inhibitors of fibronectin matrix deposition, primary screen, AH1F cells, Alexa488-fibronectin fluorescence, plate reader; inhibition, % at 12.6 µM; actives 0.086% (n = 350,000); AH1F fibroblasts, overnight;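 active = mean inhibition across replicates of 30% or more, regardless of how many single replicates reach that level; inconclusive = mean under 30% yet at least half of replicates reach 30%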;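 note: positive control wells lacked labelled fibronectin entirely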
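Test system: AH1F fibroblast monolayer depositing Alexa488-labelled fibronectin into matrix. Input: 10000 cells per well. Technique: fluorescence, ex 485 nm, em 525 nm. Buffer or medium: DMEM plus 2% serum, read in PBS. Timing: 1 h cell adhesion before compound, then overnight fibronectin incubation. Compound: single dose, pinned. Read-out basis: inhibition from reduced deposited-fibronectin fluorescence.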
EWS-Fli inh: EWS/Fli-driven NR0B1 reporter inhibitors, primary screen, A673 cells, NR0B1 luciferase, luminescence, MLPCN library. viability-normalised. inhibition, % at 12.6 µM. actives 0.67% (n = 350,000). AID 651661, 2012;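 active = mean inhibition of at least 50% after viability correction, with every replicate also passing that limit; inconclusive = mean reaches 50% but only one of two replicates passes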;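 note: firefly luciferase signal divided by Alamar Blue viability fluorescence both relative to DMSO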
CFTR F508del cor: F508del CFTR correction, initial screen, CFBE line, single point; actives 0.36% (n = 350,000); CFBE cells, YFP halide quenching; stimulated with forskolin plus potentiator P3; % fluorescence drop versus neutral controls; activity (quench increase), % at 7.58 µM;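 active = mean added fluorescence quench of at least 8% versus neutral control, with both replicates also reaching 8%; inconclusive = only one of the mean or replicate conditions met; inactive = mean below 8% and not both replicates reaching 8%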;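 note: cells transiently co-express mutant CFTR-F508del with the halide-sensitive YFP; corrector assay measuring rescue of mutant channel to the surface after 24 h compound exposure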
DENV2 CPE: inhibitors of DENV2 cytopathic effect, primary screen, cell-based, plate reader, single concentration; DENV2-infected cells, cytopathic effect rescue; AID 651640, 2012; CPE inhibition, % at 9.99 µM; actives 1.7% (n = 350,000); in the data active = CPE inhibition above about 20%, passing the limit was not always enough; inconclusive = no clear call, values can overlap the other calls; tested in BHK-21 cells;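 note: 0% = median of neutral control wells and 100% = median of positive control wells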
* = called active by the depositor; u = inconclusive; x = no result given; [ ] = remark or other dose.

Each structure is followed by: miR-122 sensor	PAX8 inh HTS	GSIS activator	FN deposit inh	EWS-Fli inh	CFTR F508del cor	DENV2 CPE
1. CCN1C(=O)[C@H]2[C@@H](c3ccc(C(F)(F)F)cc3)N[C@]3(CCCN(Cc4ccco4)C3=O)[C@H]2C1=O
→ 4.6	-15.9	-11.2	-9.5	6.4	-4.2	-2.2
2. CCn1c(O)c(/C=N/N=C/c2ccc(OC)cc2)c2cc(C3=NNC(=O)CC3)ccc21
→ 0.6	13.5	65.0*	8.4	17.7	2.6	4.9
3. CC(=O)c1c(C)[nH]c(C(=O)Nc2ccc(F)cc2F)c1C
→ 32.4	-76.1	1.0	-7.6	-67.8	1.1	0.6
4. CC(=O)Nc1ccc(S(=O)(=O)N2CCN(c3ccc(C(C)=O)cc3)CC2)cc1
→ 1.9	13.6	4.8	-3.0	9.9	-1.7	-2.3
5. COC(=O)c1c(NC(=O)CN2CCC3(O)CCCCC3C2c2cc(OC)ccc2OC)sc(C)c1C (centres undefined)
→ x	22.0	-12.5	-4.6	x	x	x
6. CC(=O)Nc1ccc(Oc2cnc3ccccc3n2)cc1
→ -0.6	-30.3	x	-2.9	x	x	x
7. O=C(C[C@@H]1CC[C@@H]2[C@H](COC[C@@H](O)CN2CCC(F)(F)F)O1)NCc1ccc(Oc2ccccc2)cc1
→ -0.1[16.7 µM]	25.6	-30.9	5.8	18.8	-1.5	-3.0
8. CCOc1ccc(S(=O)(=O)Nc2cccc(C(=O)NCC3CCCO3)c2)cc1 (centres undefined)
→ 7.8	9.7	-9.6	-1.9	10.6	0.7	10.7
9. COCCn1c(N)c(C(=O)NS(=O)(=O)c2ccc(C)cc2)c(=O)[nH]c1=O
→ 0.1	10.4	-6.9	x	-3.7	-0.6	5.1
10. c1ccc2c(-c3ccc4nncn4c3)cncc2c1
→ 4.9	-20.9	x	x	-13.8	2.0	12.6
11. Cc1nnc(Sc2cc(NCCO)c([N+](=O)[O-])c3nonc23)s1
→ x	29.6	6.3	-18.6	1.2	-11.5	-2.8
12. CCOC(=O)c1c(C)nc(C)c(C(=O)OCC)c1-c1cccc(N)c1
→ -2.4	-6.7	-14.9	x	0.1	-1.3	-1.7
13. Cc1ccc(C(=O)NNC(=O)c2cccs2)cc1
→ x	-49.0	10.8	-2.2	-28.1	1.6	7.3
14. CNC(=O)NC(=O)C(OC(=O)c1cccc(S(=O)(=O)N2CCCCC2)c1)c1ccccc1 (centres undefined)
→ x	-6.6	-12.2	5.6	x	x	x
15. Cc1occc1C(=O)/C(C#N)=C/c1ccc(O)c(Br)c1
→ -4.1	-22.4	-52.4	3.7	-3.0	0.8	0.3
16. COc1ccc(NC(=O)C2CCCN(S(=O)(=O)c3cnc[nH]3)C2)cc1 (centres undefined)
→ -5.7	-26.6	23.6	3.1	-4.0	-3.5	u
17. COc1ccccc1N1CC(C(=O)OC(C)C(=O)Nc2ccc(F)cc2)CC1=O (centres undefined)
→ -2.5	-6.5	-7.4	4.5	-5.3	2.6	-3.7
18. CCOc1ccc(NCC(=O)Nc2ccc(C)cc2C)cc1
→ -3.7	x	24.6	x	4.8	0.1	-1.2
19. COc1ccc(NC(=O)N(C)C[C@@H]2OCCCC[C@H](C)Oc3ccc(NC(=O)c4ccccc4)cc3C(=O)N([C@@H](C)CO)C[C@@H]2C)cc1
→ 18.8[16.7 µM]	6.0	-14.6	3.8	-11.4	0.2	-6.1
20. Cc1ccc(-c2ccc([C@H]3[C@H](CO)N4CCCCN(C(=O)c5ccncc5)C[C@@H]34)cc2)cc1
→ -4.3[16.7 µM]	-5.6	-2.3	x	x	-0.4	6.5

Carrying on.
Each structure is followed by: miR-122 sensor	PAX8 inh HTS	GSIS activator	FN deposit inh	EWS-Fli inh	CFTR F508del cor	DENV2 CPE
21. O=C(NCCc1nnc2ccc(NCCCN3CCOCC3)nn12)c1ccccc1F
→ 0.2	-11.6	11.1	13.5	x	-3.3	12.0
22. CCN(CC(=O)Nc1ccccc1C(F)(F)F)C(=O)Cc1ccccc1
→ -8.3	4.8	5.0	2.5	4.0	-0.3	2.1
23. Cc1cc(Cl)ccc1NC(=S)NCCc1ccc(S(N)(=O)=O)cc1
→ 2.0	19.5	10.8	15.6	x	x	x
24. O=C(NC1(O)C(=O)c2ccccc2C1=O)c1c(Cl)cccc1Cl
→ -1.8	-9.1	x	5.4	-1.1	-7.0	6.9
25. CC1CCN(C(=O)NC(=O)c2ccc(Cl)cc2)CC1
→ -2.8	-4.9	17.2	9.6	x	-0.7	15.8
26. CCC(C)NC(=O)/C=C/c1ccc(S(=O)(=O)NCc2ccco2)cc1 (centres undefined)
→ 7.7	11.3	-7.9	4.9	1.3	-1.9	x
27. COc1cc(-c2nnc(NC(=O)CCS(=O)(=O)c3ccccc3)o2)cc(OC)c1OC
→ -1.5	24.0	-6.7	-0.2	-3.1	-0.8	-4.9
28. C/C(=N\NC(=O)c1ccc(OC2CCCC2)cc1)c1ccc(O)cc1
→ -7.2	-7.1	19.2	3.6	x	1.7	u
29. CN1CCN(c2ncnc3c2ncn3[C@H]2CN(Cc3cccnc3)C[C@@H](CO)O2)CC1
→ 1.7	-21.3	x	-18.5	-4.2	-1.3	u
30. Nc1c2nc(-c3ccccc3)[nH]c(=O)c2nc(=O)n1-c1ccccc1
→ 3.1	26.6	2.5	4.3	5.7	-1.8	3.0
31. CC1(NC(=O)Nc2cc([N+](=O)[O-])ccc2O)CCS(=O)(=O)C1 (centres undefined)
→ -8.5	-3.2	5.7	-4.2	-9.9	-2.0	-6.6
32. CCN1C(=O)[C@H]2[C@@H](c3ccc(C)cc3)N[C@]3(CCCN(Cc4ccc(C(F)(F)F)cc4)C3=O)[C@H]2C1=O
→ -3.7	-6.3	-23.5	x	-1.1	1.6	6.9
33. Cc1cc(-c2ccccc2)nc(N(C)C)c1S(C)(=O)=O
→ x	7.0	2.7	-6.9	4.0	0.4	-1.5
34. Cc1[nH]n(-c2ccccc2)c(=O)c1/C=N/NC(=O)c1ccoc1C
→ x	-7.1	-6.5	-3.3	x	x	x
35. O=C(COC(=O)c1ccc(Cl)nc1)NNC(=O)c1ccc(Cl)cc1
→ -5.6	-19.8	-0.7	15.4	-4.6	-0.2	0.1
36. COc1cccc(CCN2CCC(CNS(=O)(=O)c3cc(-c4cc(C)no4)ccc3C)CC2)c1
→ x	44.5	-41.5	-2.2	x	-1.2	-5.0
37. CCC(=O)Nc1cccc(NC(=O)CSc2nnc(C3CC3)n2C)c1
→ 5.6	-3.2	x	-6.9	x	x	x
38. Cc1cc(Oc2ccc(=O)n(C)n2)nc(SCc2ccccc2)n1
→ x	4.1	8.4	-3.7	12.0	-1.3	1.1
39. COCCNc1nc(N)c([N+](=O)[O-])c(NCC2CCCO2)n1 (centres undefined)
→ -22.2	5.6	54.0*	4.5	x	x	x
40. C/C(=N\NC(=O)c1sccc1-n1cccc1)c1cccs1
→ x	-21.2	-2.0	-1.4	-26.5	-2.1	-1.3

Overlap with the part before: 2 entries; new compounds follow.
Each structure is followed by: miR-122 sensor	PAX8 inh HTS	GSIS activator	FN deposit inh	EWS-Fli inh	CFTR F508del cor	DENV2 CPE
39. COCCNc1nc(N)c([N+](=O)[O-])c(NCC2CCCO2)n1 (centres undefined)
→ -22.2	5.6	54.0*	4.5	x	x	x
40. C/C(=N\NC(=O)c1sccc1-n1cccc1)c1cccs1
→ x	-21.2	-2.0	-1.4	-26.5	-2.1	-1.3
41. Cc1ccc(/C(N)=N/OC(=O)Cc2cccs2)cc1
→ -3.5	-263.7	x	-3.2	x	x	x
42. CC1(C(=O)NCc2cccs2)Cc2c(-c3ccc4c(c3)OCO4)ccnc2O1 (centres undefined)
→ 17.4	7.5	-9.7	-4.7	29.5	9.5*	11.0
43. COC(=O)CCCCCCC(=O)NOCc1ccccc1
→ x	0.5	x	x	-0.4	-4.4	-12.2
44. O=C(CCC(=O)N(CC(=O)NC1CCCC1)c1ccc(F)cc1)Nc1nccs1
→ -3.0	-2.8	0.5	-4.0	-8.4	-0.6	3.5
45. Cc1cc(C(=O)Nc2ccc(N3CCCC3)c(Cl)c2)ccc1[N+](=O)[O-]
→ x	-24.4	-17.6	-4.6	x	x	x
46. C[C@H](CO)N1C[C@H](C)[C@H](CN(C)Cc2ccc(Oc3ccccc3)cc2)Oc2c(NC(=O)C3CC3)cccc2C1=O
→ 2.0[16.7 µM]	x	-14.6	x	2.8	0.4	9.9
47. COc1ccccc1CNC(=O)c1cc(-c2ccccc2)nn1CC1CC(c2cccc([N+](=O)[O-])c2)=NO1 (centres undefined)
→ 1.6	13.6	-9.3	0.2	10.6	-1.7	1.0
48. Cc1ccc(-c2nn(-c3ccccc3)cc2C(=O)NCCCN2CCOCC2)cc1
→ -4.3	-8.7	10.4	4.9	-20.2	0.1	-2.4
49. O=S(=O)(c1ccccc1)N1CCCC1c1cccs1 (centres undefined)
→ -1.6	-7.9	10.0	-4.1	7.4	0.0	4.7
50. O=c1cc(CN2CCN(c3ccc(O)cc3)CC2)nc2scc(-c3ccccc3)n12
→ -5.1	1.3	-1.7	x	11.4	0.7	-7.1
51. CCCc1cc(=O)[nH]c(SCC(=O)Nc2sc3c(c2C#N)CCC(C)C3)n1 (centres undefined)
→ -4.2	-30.8	-17.8	-6.3	-27.9	-0.6	3.8
52. Cc1[nH]n(-c2ccccc2)c(=O)c1C(=O)Nc1ccccc1
→ -0.9	-35.0	-3.9	-3.7	-25.4	-2.3	-3.0
53. C[C@H](CO)N1C[C@H](C)[C@@H](CN(C)Cc2ccncc2)Oc2ccc(NC(=O)Cn3cnnn3)cc2CC1=O
→ 3.2[16.7 µM]	-4.5	-4.9	x	-6.0	-1.0	0.5

Record cards (already shown). Order of values: miR-122 sensor	PAX8 inh HTS	GSIS activator	FN deposit inh	EWS-Fli inh	CFTR F508del cor	DENV2 CPE
CCC(C)NC(=O)/C=C/c1ccc(S(=O)(=O)NCc2ccco2)cc1 (centres undefined) across the screens: 7.7	11.3	-7.9	4.9	1.3	-1.9	x
COc1cc(-c2nnc(NC(=O)CCS(=O)(=O)c3ccccc3)o2)cc(OC)c1OC across the screens: -1.5	24.0	-6.7	-0.2	-3.1	-0.8	-4.9

A draw from above in order of SMILES length, ascending.
Each structure is followed by: miR-122 sensor	PAX8 inh HTS	GSIS activator	FN deposit inh	EWS-Fli inh	CFTR F508del cor	DENV2 CPE
43. COC(=O)CCCCCCC(=O)NOCc1ccccc1
→ x	0.5	x	x	-0.4	-4.4	-12.2
49. O=S(=O)(c1ccccc1)N1CCCC1c1cccs1 (centres undefined)
→ -1.6	-7.9	10.0	-4.1	7.4	0.0	4.7
52. Cc1[nH]n(-c2ccccc2)c(=O)c1C(=O)Nc1ccccc1
→ -0.9	-35.0	-3.9	-3.7	-25.4	-2.3	-3.0

A different layout for part of the listing above.
#18 CCOc1ccc(NCC(=O)Nc2ccc(C)cc2C)cc1
#19 COc1ccc(NC(=O)N(C)C[C@@H]2OCCCC[C@H](C)Oc3ccc(NC(=O)c4ccccc4)cc3C(=O)N([C@@H](C)CO)C[C@@H]2C)cc1
#20 Cc1ccc(-c2ccc([C@H]3[C@H](CO)N4CCCCN(C(=O)c5ccncc5)C[C@@H]34)cc2)cc1

Screen / compound no. | 18 | 19 | 20
miR-122 sensor | -3.7 | 18.8[16.7 µM] | -4.3[16.7 µM]
PAX8 inh HTS | x | 6.0 | -5.6
GSIS activator | 24.6 | -14.6 | -2.3
FN deposit inh | x | 3.8 | x
EWS-Fli inh | 4.8 | -11.4 | x
CFTR F508del cor | 0.1 | 0.2 | -0.4
DENV2 CPE | -1.2 | -6.1 | 6.5
